Source: PubChem BioAssay (Broad Institute)
RAD54 inh = blocks human RAD54 Holliday junction branch migration. Q92698. FAM/BHQ fluorescence. inhibition, % at 10.4 µM. 0.14% of 360,000 active. AID 602329;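 active = mean normalized replicate activity at least 40 and at least half of replicates scoring 40 or more; inconclusive = only one of the two criteria met; inactive = mean below 40 and under half of replicates reaching 40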;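 also: 0% = median of neutral control wells and 100% = median of positive control wells; inhibitors cause a drop in the FAM fluorescence signal; in these data hits start at about 50%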
ARNT-TACC3 inh = ARNT/TACC3 interaction disruption. Q9Y6A5. AlphaScreen His-ARNT PAS-B/GST-TACC3 binding, luminescence; TACC3 fragment carries E629A point mutation. inhibition, % at 9.99 µM. 0.66% of 390,000 active. AID 623870;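 active = mean inhibition of replicates at least 50% and at least half of replicates each reaching 50%; inconclusive = half or more replicates reach 50% but mean below 50%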;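 also: 0% = complete ARNT plus TACC3 wells and 100% = ARNT alone without TACC3; many hits fall short of the cut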
ERp5 inh = inhibitors of human ERp5. AID 651711. inhibition, % at 9.99 µM. Q15084. 0.05% of 350,000 active. ERp5 insulin aggregation, absorbance 650 nm, 90 min;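 active = mean replicate inhibition above about 25%, with every replicate also reaching it, limit read from the data, passing the limit was not always enough; inconclusive = only one of those two criteria met; inactive = neither criterion met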
esBAF inh = SWI/SNF esBAF complex inhibition. mouse ES cells, Bmi1-luciferase knock-in reporter, 24 h; 100% = twice the neutral-well signal. reporter increase, % at 12.5 µM. 2% of 350,000 active; in the data active = activation above about 40%; inconclusive = no clear call, values can overlap the other calls;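 also: 0% = median of the plate's neutral control wells and 100% = double that signal; a rise in the Bmi1 reporter signal indicates esBAF inhibition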
CASP6 VEID inh = caspase-6 (human) enzyme inhibition; P55212; purified caspase-6, Z-VEID-R110 cleavage fluorescence; inhibition, % at 12.5 µM; 0.53% of 350,000 active; AID 686996;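 active = mean inhibition across replicates at least about 35%, with every replicate also reaching that limit, limit read from the data; inconclusive = only one of the two criteria met; inactive = neither criterion met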;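 also: 0% = median of neutral control wells and 100% = no fluorescence left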
Target sequence (P55212 24-179 limits assumed): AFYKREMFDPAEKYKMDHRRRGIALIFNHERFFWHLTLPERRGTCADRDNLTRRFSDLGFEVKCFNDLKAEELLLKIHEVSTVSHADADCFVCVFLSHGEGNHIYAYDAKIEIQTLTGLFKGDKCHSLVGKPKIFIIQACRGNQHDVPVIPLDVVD
Target sequence (P55212 194-293 limits assumed): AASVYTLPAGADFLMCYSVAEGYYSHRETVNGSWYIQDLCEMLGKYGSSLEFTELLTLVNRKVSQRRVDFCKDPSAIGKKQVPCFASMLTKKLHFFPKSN
E-selectin induc = induces E-selectin expression in human endothelial cells; activation, % at 7.58 µM; HUVEC E-selectin immunofluorescence imaging; normalized: neutral wells 0, TNF-alpha wells 100; 0.37% of 260,000 active; P16581;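 active = mean E-selectin-positive cell signal at least 10% of the positive control, reached in at least 60% of replicates, without over 20% cell loss; inconclusive = no rule given, readout overlaps actives, possibly toxicity-flagged; inactive = the rest, including those meeting only one limit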;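 also: in these data hits start at about 27%; measured in HUVEC primary endothelial cells; signal is the percent of cells scored E-selectin positive by PE staining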
Target sequence (P16581 whole entry, looked up): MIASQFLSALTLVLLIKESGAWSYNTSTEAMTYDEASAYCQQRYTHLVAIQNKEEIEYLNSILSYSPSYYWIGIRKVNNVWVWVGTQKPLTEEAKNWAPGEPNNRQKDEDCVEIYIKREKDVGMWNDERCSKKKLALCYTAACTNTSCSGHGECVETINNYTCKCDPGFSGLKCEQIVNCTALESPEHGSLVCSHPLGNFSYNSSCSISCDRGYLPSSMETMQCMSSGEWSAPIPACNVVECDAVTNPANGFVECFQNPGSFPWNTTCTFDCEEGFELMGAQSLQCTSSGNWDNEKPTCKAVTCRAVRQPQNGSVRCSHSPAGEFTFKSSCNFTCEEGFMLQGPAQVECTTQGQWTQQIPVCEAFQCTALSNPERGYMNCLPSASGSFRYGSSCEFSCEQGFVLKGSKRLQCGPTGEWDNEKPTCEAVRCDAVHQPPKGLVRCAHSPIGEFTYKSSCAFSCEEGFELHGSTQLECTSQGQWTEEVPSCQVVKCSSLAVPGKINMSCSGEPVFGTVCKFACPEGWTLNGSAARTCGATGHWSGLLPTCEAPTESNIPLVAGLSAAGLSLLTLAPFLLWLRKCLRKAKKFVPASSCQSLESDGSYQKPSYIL
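Read-out basis: % PE-positive cells; Test system: HUVEC primary endothelial cells; Technique: immunofluorescence imaging; Dosing: single-point compound dose.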
PglD DTNB = blocks C. jejuni PglD acetyltransferase activity; 0.098% of 360,000 active; purified PglD enzyme, DTNB colorimetric CoA detection; AID 602405; inhibition, % at 12.5 µM; in the data active = inhibition above about 16%, passing the limit was not always enough; inconclusive = no clear call, values can overlap the other calls; also: strong numbers were not always called active
RAD52 anneal inh = RAD52 (human) annealing inhibition. 0.46% of 360,000 active. inhibition, % at 18.7 µM. AID 651710. P43351. recombinant RAD52 DNA annealing, FRET fluorescence;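 active = every replicate showing at least 50% inhibition; inconclusive = mean inhibition at least 50% but not in every replicate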
An asterisk follows results filed as active; ? = inconclusive; nt = not tested or not shown; & = joins results of further samples.

SMILES	RAD54 inh	ARNT-TACC3 inh	ERp5 inh	esBAF inh	CASP6 VEID inh	E-selectin induc	PglD DTNB	RAD52 anneal inh
C[C@H](CO)N1C[C@H](C)[C@H](CN(C)Cc2ccc(C(=O)Nc3ccccc3N)cc2)Oc2ccc(NC(=O)Nc3ccc4c(c3)OCO4)cc2C1=O	1	15	-1	-8	2	11	1	25
Cc1nc(NC(=O)c2cccs2)ccc1Br	nt	-4	1	37	0	nt	nt	-11
Cc1ccc(N2CC(C(=O)NC3CCSC3=O)CC2=O)cc1 (centres undefined)	6	-7	nt	-4	nt	nt	-4	nt
Cc1ccc(S(=O)(=O)Nc2ccc3c(c2)C(=O)N([C@@H](C)CO)C[C@H](C)[C@@H](CN(C)Cc2ccc(Cl)c(Cl)c2)O3)cc1	2	-2	-1	1	-3	0.4	-3	-11
O=[N+]([O-])c1cnn(-c2nc(-c3cccs3)cc(C(F)(F)F)n2)c1	nt	-7	6	0	-3	8.2	2	-3
Cn1c(SCC(=O)Nc2ccccc2O)nnc1-c1ccco1	20	-1	2	nt	5	-0.5	1	-5
Cc1ccc(C)c(NC(=S)N(Cc2ccc(Cl)cc2)Cc2ccc(C(=O)O)cc2)c1	-3	nt	1	9	2	nt	1	-17
COC(=O)[C@H](Cc1ccccc1)NC(=O)Cn1cnc(C(=O)Nc2ccc(C)c(C)c2)n1	4	-5	-1	37	-4	-1.8	0	-4
C[C@@H]1CN([C@@H](C)CO)C(=O)c2cc(NC(=O)CCC(F)(F)F)ccc2O[C@H]1CN(C)Cc1ccc(Cl)c(Cl)c1	-10	2	-2	8	-1	-0.4&0.4	-1	-19
CC(C)C#Cc1cnc2c(c1)C(=O)N([C@@H](C)CO)C[C@@H](C)[C@@H](CN(C)C(=O)Nc1ccccc1)O2	8	1	1	9	-1	-0.2	1	-8
COc1cc(-n2c(=O)c3ccccc3n(Cc3cccc(F)c3)c2=O)cc(OC)c1OC	nt	nt	0	3	2	-0.5	nt	-5
CCOC(=O)N1CCN(C(=O)c2cc3c(-c4cccc(OC)c4)nn(C)c3s2)CC1	-3	1	-5	10	13	0.0	-5	7
CC(C)(C)c1ccc(C(=O)NC(=O)CSc2n[nH]c(N)n2)cc1	-3	16	0	-1	1	0.1	4	-7
CCOc1cccc(CN2CCN(CCCc3ccccc3)C(CCO)C2)c1O (centres undefined)	-2	-6	-2	5	-5	0.3	8	-10
CCCCN(Cc1cc2cc(C)ccc2[nH]c1=O)C(=O)c1ccccn1	nt	-3	-6	0	-7	1.0	nt	4
O=C(Nc1nc(=O)n(C(=O)c2cccc(C(F)(F)F)c2)s1)c1ccccc1	6	1	2	-2	-4	9.8	4	-16
Cc1nc2ccc(NC(=O)/C=C/C(=O)O)cc2nc1C	nt	11	-3	nt	0	nt	nt	-24
CCCCC(=O)N/N=C/c1ccc(Sc2cccc3cccnc23)o1	-5	54*	nt	16	nt	nt	-7	nt
O=C(O)c1cccc2c1C(=O)c1ccccc1-2	nt	2	0	-4	3	1.4	nt	-6
CO[C@@H]1CN(C)C(=O)c2cc(NC(C)=O)ccc2OC[C@@H](C)N(CC2CCCCC2)C[C@@H]1C	8	-5	nt	3	nt	0.0	3	nt
CC(C)N(Cc1nc(-c2ccc(Cl)cc2)no1)C(=O)C12CC3CC(CC(C3)C1)C2	-7	-7	nt	5	nt	nt	-1	nt
Cc1nc(N)sc1N=Nc1ccccc1C(F)(F)F	3	-3	1	?	-2	0.3	-3	8
CC1=CC(=O)Nc2cncnc2N1	5	2	-3	4	-3	0.0	-1	-20
COc1cccc(-c2nc(CS(=O)(=O)CC(=O)Nc3cccc(C)c3C)c(C)o2)c1	4	-7	-2	-2	0	nt	-1	5
Cc1[nH]c2ccccc2c1C1=NNC(=Nc2ccc(F)cc2)SC1	nt	nt	0	nt	-2	-0.1	nt	-10
CN1CCN(C(=O)C[C@H]2CC[C@@H]3[C@H](COC[C@H](O)CN3CC3CCCC3)O2)CC1	nt	nt	-2	nt	0	0.2	nt	11
C=CCOC1COC2C(OCC=C)COC12 (centres undefined)	-11	-1	5	1	8	-1.0	-6	-16
COc1ccc2c3c([nH]c2c1)[C@@H](CO)N(C(=O)CC1CC1)CC31CN(Cc2ccncc2)C1	nt	nt	-2	nt	2	-0.3	nt	-6
CC(=O)Nc1ccc(S(=O)(=O)N2CCc3cc4c(cc3C2)OCCCO4)cc1	-2	-5	-2	0	-3	nt	0	5
Cc1c(Cc2ccccc2)c(=O)oc2cc(OCc3ccc(C(=O)O)cc3)ccc12	nt	-8	-2	nt	0	-0.1	nt	-1
Cc1ccc(/C=N/NC(=O)CNC(=O)c2ccc(S(=O)(=O)N(C)C)cc2)o1	2	nt	-1	-8	-2	nt	-5	-1
CCCN1C(=O)C(O)(CC(=O)c2ccc3c(c2)OCCO3)c2ccccc21 (centres undefined)	-7	-19	nt	5	nt	nt	2	nt
CSc1ccccc1OCc1cc(C(=O)NCCCc2ccccc2)no1	-5	0	-7	-6	2	0.1	5	-16
CCOc1ccccc1C(=O)NCC(=O)NCC1CCCCC1	-6	0	2	-5	-2	-0.1	-7	-9
O=C(Nc1cc(Cl)ccc1Cl)Nn1cnnc1	-6	nt	-1	-3	1	nt	-2	-3
CN1CCN(C(=O)CCNC(=O)Cn2cnc3ccccc3c2=O)CC1	2	-1	-3	1	4	0.0	-4	3
C=CCN1CC2(c3ccccc3)CN(CC=C)CC(c3ccccc3)(C1)C2=O	nt	1	1	-7	-7	-0.2	nt	-9
C=CCn1c(C)cc(C(=O)CN2NS(=O)(=O)c3ccccc3C2=O)c1C	nt	-5	0	nt	-1	1.2	nt	-13
CCC(=O)Nc1ccc2c(c1)C(=O)N(C)C[C@@H](OC)[C@H](C)CN(CC1CC1)[C@H](C)CO2	8	-7	-1	1	5	0.1	1	1
O=C(CCN1CCCCC1)NCC[C@@H]1CC[C@H](NC(=O)C2CCCCC2)[C@@H](CO)O1	nt	nt	-4	nt	-4	-0.2	nt	-2
Cc1cccc(C)c1NC(=O)N1CCC(n2c(=O)[nH]c3ccccc32)CC1	-1	-4	0	-6	0	nt	0	-10
COc1cccc(S(=O)(=O)Nc2ccc3c(c2)[C@H]2C[C@@H](CC(=O)NC4CCCCC4)O[C@@H](CO)[C@H]2O3)c1	3	12	1	15	-8	-0.1	4	4
CC[C@]12c3[nH]c4ccccc4c3CCN1C(=O)C(CC(=O)NCCC1=CCCCC1)C[C@@H]2C(=O)N1CCN(C(=O)c2ccco2)CC1 (some centres undefined)	10	-3	-1	0	0	1.9	2	8
Nc1nc2ccc(Br)cc2o1	nt	nt	0	3	-1	nt	nt	-4
Cn1cc([N+](=O)[O-])c(C(=O)NCC(=O)O)n1	nt	11	4	nt	2	2.4	nt	-15
Cc1ccccc1NC(NC(=O)OCCn1c([N+](=O)[O-])cnc1C)C(Cl)(Cl)Cl (centres undefined)	0	-2	9	nt	0	nt	-4	2
Nc1nc(-c2c[nH]c3ccccc23)cs1	5	14	nt	-1	nt	nt	-8	nt
Cc1oc(C(C)(C)C)cc1C(=O)NC(Cc1ccccc1)C(=O)O (centres undefined)	nt	-3	4	nt	0	nt	nt	-7

Compound profiles, as listed above.
COc1cccc(S(=O)(=O)Nc2ccc3c(c2)[C@H]2C[C@@H](CC(=O)NC4CCCCC4)O[C@@H](CO)[C@H]2O3)c1 across the screens: RAD54 inh = 3; ARNT-TACC3 inh = 12; ERp5 inh = 1; esBAF inh = 15; CASP6 VEID inh = -8; E-selectin induc = -0.1; PglD DTNB = 4; RAD52 anneal inh = 4
Cc1oc(C(C)(C)C)cc1C(=O)NC(Cc1ccccc1)C(=O)O (centres undefined) across the screens: RAD54 inh = nt; ARNT-TACC3 inh = -3; ERp5 inh = 4; esBAF inh = nt; CASP6 VEID inh = 0; E-selectin induc = nt; PglD DTNB = nt; RAD52 anneal inh = -7

Pulled by structure from above:
SMILES	RAD54 inh	ARNT-TACC3 inh	ERp5 inh	esBAF inh	CASP6 VEID inh	E-selectin induc	PglD DTNB	RAD52 anneal inh
C=CCn1c(C)cc(C(=O)CN2NS(=O)(=O)c3ccccc3C2=O)c1C	nt	-5	0	nt	-1	1.2	nt	-13
CC[C@]12c3[nH]c4ccccc4c3CCN1C(=O)C(CC(=O)NCCC1=CCCCC1)C[C@@H]2C(=O)N1CCN(C(=O)c2ccco2)CC1 (some centres undefined)	10	-3	-1	0	0	1.9	2	8
Cc1oc(C(C)(C)C)cc1C(=O)NC(Cc1ccccc1)C(=O)O (centres undefined)	nt	-3	4	nt	0	nt	nt	-7
Cc1cccc(C)c1NC(=O)N1CCC(n2c(=O)[nH]c3ccccc32)CC1	-1	-4	0	-6	0	nt	0	-10

Additional results follow.
SMILES	RAD54 inh	ARNT-TACC3 inh	ERp5 inh	esBAF inh	CASP6 VEID inh	E-selectin induc	PglD DTNB	RAD52 anneal inh
COc1ccc2c3c(n(C)c2c1)[C@@H](CO)N(CC1CCOCC1)CC31CN(Cc2nccs2)C1	nt	nt	5	nt	-1	3.6	nt	-73
CCCC(=O)NC(=S)Nc1ccc(S(=O)(=O)N2CCc3ccccc32)cc1	6	nt	3	nt	-3	-0.8	-2	-20
COc1cccc(S(=O)(=O)N2CCCCN3[C@@H](CO)[C@@H](c4ccc(C5=CCCCC5)cc4)[C@@H]3C2)c1	-4	32	1	-8	-2	-0.7	2	35
CO[C@H]1CN(C)C(=O)c2cc(NC(=O)CC(F)(F)F)ccc2OC[C@@H](C)N(C(=O)C2CCOCC2)C[C@H]1C	nt	nt	9	nt	-1	0.0	nt	-65
COc1cc(OC)c(OC)cc1/C=N/NC(=O)CCc1c(C)n[nH]c1C	0	3	2	nt	3	0.1	6	-39
Cc1ccc(S(=O)(=O)N2c3ccccc3OCC2C(C)(C)C)cc1 (centres undefined)	-10	-4	nt	6	nt	nt	1	nt
O=C(CCCCCNC(=O)N1CCn2c1nc1ccccc12)N[C@H](Cc1ccccc1)C(=O)O	-34	21	-2	-7	0	nt	-2	2
Cc1ccccc1NC(=O)C1CC(=O)OC12CCOC(C)(C)C2 (centres undefined)	-14	-1	-2	-2	-2	-3.0	-5	-9
CC(C)(C)c1ccc(NC(=O)COC(=O)c2ccc(NS(=O)(=O)c3ccc(F)c(F)c3)cc2)cc1	-13	2	nt	1	nt	nt	-3	nt
CCCOc1ccc(C(=O)NC2CCSc3ccccc32)cc1 (centres undefined)	-1	-12	1	12	-3	-0.3	-6	-11
CCc1ccc(Nc2ncccc2C#N)cc1	-20	-11	nt	28	nt	nt	0	nt
Cc1ccccc1CN1CCN(S(=O)(=O)c2ccc(Cl)s2)CC1	-1	nt	-6	2	-4	290*	7	-3
COc1ccc(CN(C)C[C@H]2OCCCC[C@@H](C)Oc3ccc(NS(=O)(=O)c4c(C)noc4C)cc3C(=O)N([C@H](C)CO)C[C@H]2C)cc1	-2	-3	nt	-1	nt	0.7	2	nt
Cc1nn(CC(=O)N2CCc3ccccc32)c(C)c1S(=O)(=O)NC(C)(C)C	2	2	-1	4	0	2.3	10	6
CC(C)CCNC(=O)C12CN(Cc3ccccc3)CC1C(c1ccc([N+](=O)[O-])cc1)=NO2 (centres undefined)	-3	6	-1	11	-7	0.1	3	-2
CC(=O)N1[C@H](CO)[C@H](c2ccccc2)[C@@H]1CN(C(=O)c1ccccc1F)C(C)C	nt	nt	3	nt	20	1.1	nt	0
CCOc1ccc(OCC)c(NC(=O)C2CCN(c3cnccn3)CC2)c1	-1	0	0	2	-1	nt	0	-8
COc1cc(/C=C2\N=C3CCCCCN3C2=O)ccc1O	nt	-1	-5	6	3	nt	nt	-73
